# yeast bub3 – NCI yeast anticancer drug screen, S. cerevisiae bub3 mutant strain; actives 9.9% (n = 78,000); growth inhibition, % at 50 µM;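 also: 0% = growth of vehicle-only cultures of the same strain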
#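 Compounds were applied to a genetically altered yeast strain carrying a cell-cycle control defect. Growth inhibition was scored against vehicle-treated controls.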
# yeast mlh1 rad18 – NCI yeast anticancer drug screen, S. cerevisiae mlh1 rad18 strain; growth inhibition, % at 50 µM; actives 11% (n = 79,000); AID 175;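 also: 0% = growth of vehicle-only cultures of the same strain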
#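 Steps: expose repair-defective yeast to compound; measure growth; express inhibition against vehicle-treated controls.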
# rad50 – NCI yeast anticancer drug screen, S. cerevisiae rad50 strain. % growth inhibition at 50 µM. actives 10% (n = 79,000). AID 155;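 also: 0% = growth of vehicle-only cultures of the same strain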
#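 Inhibition values express reduced yeast growth in compound-treated cultures relative to vehicle-treated controls.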
# sgs1 mgt1 – NCI yeast anticancer drug screen, S. cerevisiae sgs1 mgt1 strain | AID 161 | % growth inhibition at 50 µM | actives 10% (n = 78,000);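 also: 0% = growth of vehicle-only cultures of the same strain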
#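 Percent growth inhibition was derived by comparing compound-exposed mutant yeast with vehicle-exposed cultures. The strain carries alterations in DNA damage repair.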
# yeast mec2-1 – NCI yeast anticancer drug screen, S. cerevisiae mec2-1 strain; AID 157; actives 9% (n = 79,000); growth inhibition, % at 50 µM;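 also: 0% = growth of vehicle-only cultures of the same strain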
#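 Mutant yeast (mec2-1) grown with compound; growth inhibition relative to vehicle control reported.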
# cln2 rad14 – NCI yeast anticancer drug screen, S. cerevisiae cln2 rad14 strain; growth inhibition, % at 50 µM; actives 8.3% (n = 78,000);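 also: 0% = growth of vehicle-only cultures of the same strain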
#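 Readout is yeast growth inhibition versus vehicle-treated controls, using a strain with cln2 and rad14 alterations exposed to compound.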
# Active calls of the source: *; / = no result given; & = joins results of further samples. Rule as the data show it: active = growth inhibition above about 70%; inactive = the rest.
SMILES,yeast bub3,yeast mlh1 rad18,rad50,sgs1 mgt1,yeast mec2-1,cln2 rad14
NC(=O)CC(N=Cc1nc(-c2ccccc2)oc1O)C(=O)O (centres undefined),-15,-17,-19,-19,3,1
CC(C)N(C(=O)C12C3C4C5C3C1(C(=O)N(C(C)C)C(C)C)C5C42)C(C)C (centres undefined),20,14,16,12,17,1
O=C1OC2C(O)COC2(OCc2c[nH]c3ccccc23)C1O (centres undefined) (tested in a mixture with another compound),6,89*,66,66,49,42
CCc1cccc(C)c1NC(=O)/C(Cl)=C(\Cl)C(=O)O,100*,99*,99*,100*,100*,99*
C=CCN(CC=C)c1ccc(C(=O)O)cc1,-33,7,2,-2,-5,-43
Cn1c(CO)nc2ccccc21,-22,-18,-7,-6,-12,-20
CC(=O)Oc1ccc(-c2cc3ccccc3oc2=O)cc1,26,-7,-18,-3,2,-33
CCOC(=O)C1=C(Nc2ccc(Cl)c(Cl)c2)OC/C1=N\NC(=O)Cc1ccccc1,-12,-35,-50,-4,-22,-12
O=C(NCCCCCCNC(=O)C1CCCN1)C1CCCN1 (centres undefined),5,5,1,9,7,-1
CC1(C)OC2C(COC(c3ccccc3)(c3ccccc3)c3ccccc3)OC(n3cnc4c(N)ncnc43)C2O1 (centres undefined),48,59,65,19,57,72*
COc1ccc(N=CN(C)C)c(C)c1,92*,48,91*,94*,94*,92*
CC(=O)OCC1=COC(OC(=O)CC(C)(C)OC(C)=O)C2C1=CC(OC(=O)CC(C)C)[C@@]21CO1 (some centres undefined),7,10,14,4,16,6
CCn1c2ccccc2c2ccc(N=Nc3ccccc3)cc21,23,18,37,19,13,-2
C=CCC(C(=O)OCC)C(=O)OCC,22,-63,-11,-22,15,44
C/C(=N/NC(N)=S)c1c(C)[nH]c2ccccc12,-45,1,3,-8,10,-79

# Molecules listed so far that have a carbonyl joined to an NH by a bond outside any ring:
SMILES,yeast bub3,yeast mlh1 rad18,rad50,sgs1 mgt1,yeast mec2-1,cln2 rad14
NC(=O)CC(N=Cc1nc(-c2ccccc2)oc1O)C(=O)O (centres undefined),-15,-17,-19,-19,3,1
CCc1cccc(C)c1NC(=O)/C(Cl)=C(\Cl)C(=O)O,100*,99*,99*,100*,100*,99*
CCOC(=O)C1=C(Nc2ccc(Cl)c(Cl)c2)OC/C1=N\NC(=O)Cc1ccccc1,-12,-35,-50,-4,-22,-12
O=C(NCCCCCCNC(=O)C1CCCN1)C1CCCN1 (centres undefined),5,5,1,9,7,-1

# The results go on:
SMILES,yeast bub3,yeast mlh1 rad18,rad50,sgs1 mgt1,yeast mec2-1,cln2 rad14
C=CC1CC(NC(=O)OC)C(=O)O1 (centres undefined),14,-3,1,8,5,-38
CCC(C#N)(c1ccccc1)c1ccccc1,15,31,18,19,12,18
COC(=O)C12OCC34C(CC5C(C)CC(=O)C(O)C5(C)C3C(O)C1O)OC(=O)C(OC(C)=O)C24 (centres undefined),24,32,31,12,44,36
COc1ccc2cc(N3CCCC3)ccc2c1,-8,-38,8,6,-7,-15
COc1cccc(C(=O)C(O)c2cccc(OC)c2OC)c1OC (centres undefined),-11,-42,1,8,-5,0
CCC(CCC(C)C1CCC2C3CC=C4CC(OC(=O)Nc5ccccc5)CCC4(C)C3CCC12C)C(C)C (centres undefined),-2,-26,-23,-16,-28,-38
O=c1[nH]c2cc(Cl)ccc2nc1/C(=N\Nc1ccccc1)C(O)c1ccc(Cl)c(Cl)c1 (centres undefined),17,19,12,-10,-5,24
CCCCCCCC(=O)NC(O)C(Cl)(Cl)C(C)Cl (centres undefined),-2,9,31,3,-6,-21
COc1ccc(-n2c(N)c(C#N)c(C#N)c2-c2ccccc2)cc1,-6,-49,8,-17,9,-5
CN(C)C(=S)/N=c1\ssc(=S)n1Cc1ccccc1,-18,-87,-10,-5,-25,16
O=c1[nH]c(=O)n(C2CC(O)C(CO)O2)cc1C#Cc1c(F)c(F)c(F)c(F)c1F (centres undefined),-14,2,-17,-16,-12,12
C#CC1(OC(=O)Nc2cccc(Cl)c2)CCCCC1,66,26,-4,1,5,-80
COc1c[nH]c(=O)[nH]c1=O,3,2,-9,-2,-11,8
C[C@]12C(=O)OC[C@H](c3ccccc3)N1C(=O)N(Cc1ccccc1)[C@@H]2CO,17,-10,-28,-18,-26,2
NNC(=O)C1CC1,-14,-5,0,-6,-26,3
O=[N+]([O-])c1ccc2c(c1)Cc1cc(N=Cc3ccc4c(c3)OCO4)ccc1-2,47,14,31,-11,32,15
O=C(O)/C=C/C(=O)NCc1ccco1,5,7,6,-7,-15,1
Nc1ccc(O)c(S(=O)(=O)O)c1,-6,19,3,-11,-30,25
COc1ccccc1C(=S)N1CCOCC1,12,27,16,13,4,11
Cc1cc(=O)c2cc(-c3ccccc3)ccc2[nH]1,-2,2,-1,-13,4,0
O=S1(=O)C=C(N2CCCCC2)c2ccccc21,-52,12,3,-4,2,-13
Cc1ccc(S(=O)(=O)Nn2c(O)c(C#N)c(-c3ccc(N(C)C)cc3)c(C#N)c2=O)cc1,-19,-21,-7,-44,-20,2
Cc1cc(N(CCC#N)CCC#N)ccc1/C=C1N=C(/C=C\c2ccccc2)OC\1=O,10,5,6,6,-8,12
O=c1[nH]c(=O)n(C2OC(COP(=O)(O)OP(=O)(O)O)C(O)C2O)cc1F (centres undefined),1,-7,1,-11,-3,-31
O=C(O)c1cc(=O)c2cc3c(cc2o1)OCc1ccccc1-3,-6,4,14,2,-6,19
Cc1cc(C)nc(CC(O)c2ccc(C=O)cc2)c1 (centres undefined),14,33,16,31,11,11
CCNC(=O)COc1ccc(Cl)c(C)c1,-23,-30,-14,-30,-32,-34
CCOC(=O)C1SC(=Nc2ccc(Cl)c(Cl)c2)N=C1C (centres undefined),-12,-10,-30,-6,-3,6
c1ccc(-c2nc3ccccc3o2)cc1,27,37,31,27,21,4
CCc1cccc(Nc2ccccc2C(=O)O)c1,-2,-2,42,30,25,-27
CCOC(=O)c1ccc(C(=O)O)cc1OC,6,25,15,4,-13,-19
COc1[nH]c2ccccc2c1C=O,11,24,45,22,31,17
CCCCOc1cc(C(=O)NCCN(C)C)c2ccccc2n1,-21,4,-7,-12,-9,-2
CC(=O)O/N=C(\C)C12CCCCC1C(O)CCC2 (centres undefined),3,7,-3,3,0,3
O=C1c2c(ccc3c2CCC3)CC12Cc1ccccc1C2,25,-2,-20,17,-24,1
COC(=O)C(O)CC1=CC[C@@H]2CC=C[C@H]12 (some centres undefined),28,-8,28,14,2,4
CCCCCCCCCCCCC(N)C(=O)O (centres undefined),7,-1,4,28,-9,-16
Cc1cc(NS(=O)(=O)c2ccc(NC(=O)c3cccn4c(=O)c5ccccc5nc34)cc2)no1,-15,-9,-25,-44,4,1
CC(=O)Nc1cc(OC(C)=O)nc2c1CCC2,-1,12,14,-6,0,8
CSC(C)(C)/C=N/OC(=O)NC(=O)c1ccccc1,-16,17,11,-7,3,-6
COc1ccccc1C(=O)C(CN(C)C)CN(C)C,-23,14,-2,7,-19,15
CCOC(=O)N/N=C\c1cc(OC)c(OC)c(OC)c1,/,7,9,/,-10,/
C=C(C)CN(CC(=C)C)C(C)=O,-16,-6,6,-15,-18,-6
CCNc1ccc2c(c1)Cc1ccccc1-2,12,91*,95*,96*,60,72*
NC(CSSCC(NC(=O)CNC(=O)OCc1ccccc1)C(=O)O)C(=O)O (centres undefined),-1,2,-13,-11,-38,-63

# Only yeast bub3, for some of the entries so far:
structure,yeast bub3
CCCCOc1cc(C(=O)NCCN(C)C)c2ccccc2n1,-21
CC(=O)O/N=C(\C)C12CCCCC1C(O)CCC2 (centres undefined),3
O=C1c2c(ccc3c2CCC3)CC12Cc1ccccc1C2,25
COC(=O)C(O)CC1=CC[C@@H]2CC=C[C@H]12 (some centres undefined),28
CCCCCCCCCCCCC(N)C(=O)O (centres undefined),7

# Continuation.
SMILES,yeast bub3,yeast mlh1 rad18,rad50,sgs1 mgt1,yeast mec2-1,cln2 rad14
O=NN(C(=O)NCCCl)c1[nH]c(=O)ncc1Br,-8,-7,-9,-16,-14,-25
O=C(NCCCl)NC1CCc2ccccc2C1 (centres undefined),1,3,7,5,11,-15
O=C(Cl)c1cc(C(=O)Cl)cc(C(=O)Cl)c1,-28,-29,-29,-24,-51,7
O=C(Nc1ccc(C(F)(F)F)cc1[N+](=O)[O-])c1cccnc1,37,0,-5,-37,-10,-13
Cc1n[nH]c(=O)n1/N=C\c1ccccc1,19,-49,-39,-18,-12,-21
O=S(O)CO,10,19,7,-45,21,-27
Cc1ccc(S(=O)(=O)OCC(OS(=O)(=O)c2ccc(C)cc2)C2OC3OC(C)(C)OC3C2OS(=O)(=O)c2ccc(C)cc2)cc1 (centres undefined),-20,-5,-5,-11,-6,-13
OCC[N+]12CCCN1CCC2,-15,-30,-15,-21,-27,-13
CC(C)(C)C(=N)N,-2,-14,-15,-12,-6,10
CC(=O)NNC(=S)/N=C/C(C(=O)Nc1ccc(Cl)cc1)=C(\C)O,1,1,-26,-15,-29,2
O=C(NN1C(=O)C(Cl)C1c1ccccc1O)c1ccccc1O (centres undefined),-17,-29,-6,-16,-26,-15
CCC(=O)C[n+]1ccccc1,-15,-17,-7,-6,4,-40
CCOC(=O)CSc1[nH]c(NC(=S)Nc2ccccc2)c(C(N)=O)c1C(N)=O,8,-4,-14,24,-8,-1
N#CC1(O)CCCCC1,18,28,43,15,11,23
O=c1[nH]cnc2c1ncn2-c1cc([N+](=O)[O-])c(CCO)c([N+](=O)[O-])c1,-6,2,-4,15,-4,-42

# Single values from above:
# Reading for `CCCCCCCC(=O)NC(O)C(Cl)(Cl)C(C)Cl` (centres undefined) in cln2 rad14: -21
# Reading for `O=C(NCCCl)NC1CCc2ccccc2C1` (centres undefined) in sgs1 mgt1: 5

# The list continues:
SMILES,yeast bub3,yeast mlh1 rad18,rad50,sgs1 mgt1,yeast mec2-1,cln2 rad14
CN1CCC2(CC1)C(=O)N(N1CCCCCC1)C(=O)N2c1ccccc1,4,16,26,-1,5,4
COc1ccc2nc(NC(=O)C(=O)CC(=O)c3ccc(Cl)cc3)sc2c1,-2,-17,2,-12,-4,-11
OCC=C1CCCCCC1,12,3,5,2,7,-4
c1cnc2c(c1)n[n+]1[n-]c3ccccc3n21,-10,16,19,1,4,-9
Clc1ccccc1OCCNC1CC1,5,2,21,-11,0,-45
COc1cc(C2c3cc4c(cc3OC(NC3CCCCC3)C2C)OCO4)cc(OC)c1OC (centres undefined),25,-21,0,-2,-9,28
O=C(O)C(Cc1ccc(O)cc1)NS(=O)(=O)Cc1ccccc1 (centres undefined),20&-55,4&-19,7&-13,15&-3,18&-6,-22&0
O=C1C(=O)N(CNC(c2ccccc2)c2ccccc2)c2ccccc21,/,16,14,/,-21,/
CCOC1NC(=O)NC(=O)C1(C)Cl (centres undefined),-7,-8,7,1,-11,-13
OC1C2CCC1C1C3C=CC(C3)C21 (centres undefined),52,83*,85*,42,62,70*
O=C1C=CC(=O)C(c2ccc(Cl)cc2)=C1,92*,91*,91*,93*,93*,92*
Cc1c(/C=C\C(=O)c2ccccc2)c2ccccc2n1C,-15,1,13,2,-19,-22
C[N+](C)(C)c1cc(Br)c(O)c(Br)c1,41,33,2,12,32,-3
Oc1ccccc1C=Nc1cccnc1,-1,9,7,-2,-20,-7
O=C1C(=Cc2cccc(O)c2)N=C(c2ccccc2)N1n1c(-c2ccccc2)nc2ccccc2c1=O,-2,12,-14,26,5,15
CC(=O)Nc1ccc(/C=c2\sc3nnc(-c4cccnc4)n3c2=O)cc1,80*,86*,90*,87*,88*,71*
CC1(C)N=C(N)N=C(N)N1c1ccc(Cl)c(C(F)(F)F)c1,-1,-6,-12,-2,6,-9
Nc1nc(-c2cc(Cl)cc(Cl)c2)cc(-c2cc(-c3cc(Cl)cc(Cl)c3)nc(N)n2)n1,5,-4,11,-21,2,20
C[n+]1ccc2[nH]c3ccccc3c2c1,-10,-8,-7,-10,-1,-5
Nc1on(C(=O)c2ccccc2)c(=O)c1Cc1ccccc1,2,-2,-19,16,4,-36
COc1ccc2nc3cc(Cl)ccc3c(NCCCNCCCNc3c4ccc(Cl)cc4nc4ccc(OC)cc34)c2c1,-6,-23,-10,-9,-16,4
COc1cc(C(=O)c2ccccc2)ccc1[N+](=O)[O-],37,11,6,23,-6,-8
Cc1cn(CC(=O)c2cc3ccccc3[nH]2)c(=O)[nH]c1=O,8,7,6,0,12,6
CCC1(C)C(C#N)(C#N)C1(C#N)C#N,95*,98*,82*,98*,93*,44
Nc1cc(Cl)ccc1[N+](=O)[O-],8,3,-16,-9,-1,-19
Cn1ccc2c3ccsc3ccc21,4,1,22,5,6,-6
CC(C)C(C)(O)CO (centres undefined),-6,-14,-22,-1,2,17
CCCc1c(CC)c(Cl)nc2ccccc12,2,33,4,4,-2,3

# Screens: PubChem BioAssay, NCI
